Mtb RmlCD inh = blocks M. tuberculosis RmlC and RmlD coupled enzymes; 160,000 compounds, 0.03% hits; AID 1533; inhibition, % at 3.6 µM; P9WH09+P9WH11; RmlC+RmlD coupled enzyme assay, percent inhibition; primary screen in compound mixtures; in the data active = inhibition mostly above about 34%, no sharp cut-off; also: some results filed as inactive read as strong as hits
Target sequence (P9WH09 whole entry, looked up): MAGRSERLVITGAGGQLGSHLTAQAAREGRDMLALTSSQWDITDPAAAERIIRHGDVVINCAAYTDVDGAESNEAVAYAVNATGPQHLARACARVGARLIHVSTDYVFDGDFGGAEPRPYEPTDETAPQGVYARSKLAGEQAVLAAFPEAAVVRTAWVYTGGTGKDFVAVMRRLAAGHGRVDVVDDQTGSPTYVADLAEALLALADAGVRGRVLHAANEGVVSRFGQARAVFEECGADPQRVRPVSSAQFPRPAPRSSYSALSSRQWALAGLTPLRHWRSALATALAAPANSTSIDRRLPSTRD
Target sequence (P9WH11 whole entry, looked up): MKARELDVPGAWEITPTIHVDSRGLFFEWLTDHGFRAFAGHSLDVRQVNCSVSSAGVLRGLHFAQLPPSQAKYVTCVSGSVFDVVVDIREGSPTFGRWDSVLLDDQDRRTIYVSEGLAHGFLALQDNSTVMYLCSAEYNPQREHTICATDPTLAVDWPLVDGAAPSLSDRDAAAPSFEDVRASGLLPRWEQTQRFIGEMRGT
GlmU inhibition = inhibition of mycobacterial GlmU enzyme – biochemical, glucosamine-1-phosphate acetyltransferase (AID 1376); M. tuberculosis GlmU acetyltransferase enzyme assay; higher % means a stronger effect; inhibition, %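 (tested at 30 µM in the primary screen)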; hits with a dose series show IC50 in µM; 220,000 compounds, 0.25% hits; in the data active = inhibition above about 13%;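 also: 0% = complete reaction with vehicle and 100% = reaction without substrate; strong numbers were not always called active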
The depositor's hits bear a star; x = no result given.

SMILES	Mtb RmlCD inh	GlmU inhibition
O=C(Oc1ccc(Br)cc1)c1cncc(Br)c1	-12	3.8%
CCOC(=O)N1CCN(C(=O)CN(c2ccc3c(c2)OCO3)S(C)(=O)=O)CC1	x	-1.4%
CCOc1ccc2nc(COC(=O)c3cccs3)c(C(=O)c3ccccc3)[n+]([O-])c2c1	10	0.1%
Cc1ccc(NC(=S)N(CCN(C)C)Cc2cccs2)cc1C	10	-0.6%
CCCOc1ccc(C2C(=O)N(C3CCCCC3)CC(=O)N2C2CC2)cc1OC (stereo not drawn)	16	-0.3%
CC1(C)SC(=S)N(NC(=O)Nc2cccc3ccccc23)C1N(O)C(=O)Nc1ccccc1 (stereo not drawn)	-8	2.6%
O=C(NNC(=S)NC(=O)c1ccccc1[N+](=O)[O-])c1ccccc1[N+](=O)[O-]	x	1.9%
O=C(N/N=C/c1cc(Br)ccc1O)c1ccncc1	-9	1.2%
Cc1ccc(CNC(=O)C2CCC(CNc3c(N4CCC(C)CC4)c(=O)c3=O)CC2)cc1 (stereo not drawn)	5	2.1%
CCC(CC)NC(=O)Nc1ccc(F)c(Cl)c1	1	-0.3%
CCOC(=O)N1CCc2c(sc3[nH]c(=S)[nH]c(=S)c23)C1	10	2.6%
COc1ccc(C2SCC(=O)Nc3c2c(C)nn3C2CCOC(C)(C)C2)cc1OC (stereo not drawn)	-9	1.4%
O=C1c2ccccc2C(=O)N1CCCc1nc2ccccc2c(=O)n1CCCn1ccnc1	-5	-8.5%
CCc1ccc(CNCc2ccc(OCC(O)CN(C)Cc3ccccc3)cc2)nc1 (stereo not drawn)	1	-4.0%
O=C(c1cc(COc2c(F)cccc2F)on1)N1CCC(c2ccncc2)CC1	-12	0.8%
O=C(O)C1CSC(c2ccccc2Cl)N1C(=O)c1ccc(Cl)cc1 (stereo not drawn)	x	7.2%
CC(=O)N1CCC(c2c[nH]c3ccccc23)CC1	13	3.5%
COc1ccc(C(=O)NC(=S)N2CCOCC2)cc1OC	9	-3.0%
CCOC(=O)C1=C(SCC)c2cc3c(n2C1=O)CCCC3	x	2.9%
Cc1cc(C)cc(NC(=O)c2cc(C)nn2C)c1	-5	0.7%
O=C1c2cccc3cccc(c23)C(=O)N1CCCN(C(=O)c1cccs1)c1cccc(F)c1	9	-1.6%
C[C@@H]1C[C@H](Nc2ccccc2)c2ccccc2N1C(=O)c1cccnc1	x	0.0%
CCN(CC)S(=O)(=O)c1ccc(OC)c(NC(=O)COc2ccccc2[N+](=O)[O-])c1	x	5.5%
O=C(NCc1ccc(F)cc1)C1CCCN(S(=O)(=O)c2cccnc2)C1 (stereo not drawn)	5	1.4%
O=CN1CCN(C2CC(=O)N(c3ccc4c(c3)OCO4)C2=O)CC1 (stereo not drawn)	3	6.1%
Other results.
SMILES	Mtb RmlCD inh	GlmU inhibition
c1ccc2cc(OCCN3CCCC3)ccc2c1	x	1.3%
Oc1ccc(/C=N/Nc2ncc(Br)cn2)c(O)c1	12	3.9%
CC(=O)Nc1cc(O)cc(O)c1	-10	4.8%
CN(C(=O)c1cccc(C#N)c1)c1nnc(-c2ccccn2)s1	0	-0.3%
CCCCn1c(O)c(C=NC2CC3CCC2(C)C3(C)C)c(=O)[nH]c1=O (stereo not drawn)	13	-1.3%
O=c1c2c3c(sc2ncn1/N=C/c1ccco1)CCCC3	21	0.4%
CCOC(=O)CN1N=C(/C=C/c2ccc(OC)cc2)CCC1=O	-2	2.6%
COc1cccc(C(C(=O)NC2CCCC2)N(Cc2ccccc2OC)C(=O)c2ccco2)c1 (stereo not drawn)	x	2.1%
Cc1c([N+](=O)[O-])c(C(=O)Sc2ccc(Br)cc2)nn1C	-9	-2.6%
CCOc1ccc2nnnn2n1	0	3.4%
COc1cccc(C(=O)OCc2ccccc2C#N)c1O	9	2.1%
COc1ccc(C(c2c(C)[nH]n(C(N)=S)c2=O)C(C#N)C#N)cc1 (stereo not drawn)	x	-0.9%
CC(=O)c1ccc(Nc2cc(C)nc3ccccc23)cc1	-2	2.2%
COc1cc2cc(CN(CCc3ccccc3C)C(=S)NCCCN(C)C)c(=O)[nH]c2cc1OC	-13	-3.2%
CCCCN(C)C(=S)Nc1ccc2nc(N3CCN(CC)CC3)cc(C)c2c1	-9	4.8%
Cc1cccc(-n2c(SCc3cc(=O)n4c(C)cccc4n3)nc3[nH]ncc3c2=O)c1	0	x
CN1CCNC(=O)C1CC(=O)O (stereo not drawn)	-5	0.9%
O=C(Cn1cc(C(=O)c2cccs2)c2ccccc21)NC1CCCCC1	-9	0.0%
CN(C)CCNc1oc(-c2ccccc2F)nc1C#N	13	-0.9%
CC(C)Cn1c2ccccc2c2cc(C(=O)O)ccc21	-7	-1.0%
CCOC(=O)c1[nH]c(C)c(C(=O)Nc2ccc(C)c(F)c2)c1C	6	0.1%
C/C(Cn1nnc([N+](=O)[O-])n1)=N\NC(=O)c1ccccc1	-1	-2.0%
CN(Cc1ccccc1)C(=O)CN(Cc1ccccc1)S(C)(=O)=O	x	0.4%
CCOc1ccc(CC(=O)NNC(=S)Nc2ccccc2)cc1Br	x	-0.1%
O=C(c1ccc(S(=O)(=O)c2ccc(Cl)cc2)cc1)N1CCOCC1	0	-0.3%

Given with bars between the fields: part of the list above.
molecule | Mtb RmlCD inh | GlmU inhibition
CC(=O)Nc1cc(O)cc(O)c1 | -10 | 4.8%
CN(C(=O)c1cccc(C#N)c1)c1nnc(-c2ccccn2)s1 | 0 | -0.3%
CCCCn1c(O)c(C=NC2CC3CCC2(C)C3(C)C)c(=O)[nH]c1=O (stereo not drawn) | 13 | -1.3%

5 compounds from above, sorted by molar mass, largest number first:
SMILES	Mtb RmlCD inh	GlmU inhibition
Cc1cccc(-n2c(SCc3cc(=O)n4c(C)cccc4n3)nc3[nH]ncc3c2=O)c1	0	x
CCCCN(C)C(=S)Nc1ccc2nc(N3CCN(CC)CC3)cc(C)c2c1	-9	4.8%
CN(Cc1ccccc1)C(=O)CN(Cc1ccccc1)S(C)(=O)=O	x	0.4%
CCOC(=O)CN1N=C(/C=C/c2ccc(OC)cc2)CCC1=O	-2	2.6%
CC(=O)c1ccc(Nc2cc(C)nc3ccccc23)cc1	-2	2.2%

More results.
SMILES	Mtb RmlCD inh	GlmU inhibition
Cc1cc(C(=O)CSc2nncs2)c(C)n1-c1ccc2c(c1)OCO2	1	9.8%
CCC1SC(C)C/C(=N/NC(N)=O)C1C (stereo not drawn)	-1	-1.6%
CCN1CCN(C(=O)C(N)Cc2ccccc2)CC1 (stereo not drawn)	x	0.4%
Cc1nnc(SCC(=O)OC2CC(C)CCC2C(C)C)[nH]c1=O (stereo not drawn)	58	0.5%
CCOC(=O)c1sc(NC(=O)CSc2nc(O)c(Cc3ccccc3)c(=O)[nH]2)nc1C	7	-6.8%
Cc1ccc(C(=O)NCc2cccs2)cc1S(=O)(=O)N1CCCCC1	9	1.4%
Cc1ccc2c(c1)C(=O)C(=O)N2CCCOc1ccccc1C	-1	1.8%
CCc1cccc(CC)c1NC(=O)COn1nnc2ccc(C(F)(F)F)cc21	17	1.7%
Cc1ccc(CNc2nc(Cl)c(C#N)s2)cc1	-8	1.0%
CCOc1c(N2CCOCC2)c(=O)c1=O	11	-5.0%
CN(C)C(=O)c1c([N+](=O)[O-])ncn1C	12	-4.5%
O=C(Cn1cnc2c(cnn2-c2ccc(F)cc2)c1=O)N1CCCc2ccccc21	x	-0.8%
CCCCC(=O)Nc1ccc2c(c1)nc1n2CCSC1	-13	1.5%
CN(C)c1ccc2c(c1)Sc1cc(N(C)C)ccc1N2C(=O)c1ccccc1	51	0.6%
Cc1cc(Cc2ccc(N)c(C)c2)ccc1N	4	-3.9%
CCOC(=O)CSc1n[nH]c(NC(=O)c2cccc(C(F)(F)F)c2)n1	-1	1.2%
Cc1ccc(C(=O)CSc2nc3c([nH]2)c(=O)n(C)c(=O)n3C)cc1	13	2.7%
CC(=O)c1cccc(NC(=O)COC(=O)[C@@H](NC(=O)OCc2ccccc2)C(C)C)c1	3	3.0%
CC(C)(C)c1ccc(C2C3=C(CCCC3=O)NC3=C2C(=O)c2ccccc23)cc1 (stereo not drawn)	x	3.6%
CCOC(=O)Cc1csc(NC(=O)CCN2C(=O)c3ccccc3C2=O)n1	2	-4.5%
Cc1cccc2sc(NC(=O)[C@H](C)N3C(=O)C4CC=CCC4C3=O)nc12 (stereo partly drawn)	6	-4.1%
Cc1sc2nc(SCC(=O)NCc3ccco3)[nH]c(=O)c2c1C	-5	-3.4%
COc1ccc(NC(=O)Nc2cccc(C(=O)N3CCOCC3)c2)cc1OC	x	0.2%
COc1ccc(C(=O)CSc2nc(C)cc(=O)[nH]2)cc1	23	-2.3%
COc1ccccc1-c1nc(C#N)c(N2CCN(C(c3ccccc3)c3ccccc3)CC2)o1	8	1.0%
(list continues)
SMILES	Mtb RmlCD inh	GlmU inhibition
CN(C)CCN(Cc1ccccc1)c1nccc(N(C)C)c1C#N	x	-5.0%
O=C1Cc2ccccc2Sc2cc(OCCCN3CCCCC3)ccc21	-9	-8.6%
Cc1ccccc1Nc1cc(C(=O)NCC2CCCO2)c2ccccc2n1 (stereo not drawn)	-6	7.5%
Cc1ccccc1OCCC(=O)OCC(=O)Nc1cc(S(=O)(=O)N2CCOCC2)ccc1Cl	9	6.2%
N#Cc1ccc(-c2ccco2)nc1SCC(=O)c1ccc(Cl)cc1	-7	3.8%
Cc1cc(Br)ccc1NC(=O)c1cnc(N2CCN(c3ccccn3)CC2)c2ccccc12	-11	x
Cc1ccc(C)c(C(C)NC(=O)c2ccc(Br)o2)c1 (stereo not drawn)	-16	1.2%
Cc1ccc(-c2nn(-c3ccccc3)cc2/C=N/NC(=O)c2ccc3c(c2)OCO3)cc1	-9	0.9%
COc1ccccc1/C=C/C(=O)Nc1cccc(S(=O)(=O)NC2=NCCCCC2)c1	5	-4.9%
CCN1C(=O)C2C(c3ccccc3F)NC(Cc3ccc(O)cc3)(C(=O)OC)C2C1=O (stereo not drawn)	x	-7.4%
CCCCCCC1CC(C)(C(=O)CNc2nncs2)OC1=O (stereo not drawn)	x	-0.6%
CCCCOC(=O)C1Cc2ccccc2C(=O)O1 (stereo not drawn)	4	x
O=C(CN1C2=NCCCN2c2ccccc21)c1ccc([N+](=O)[O-])cc1	-15	-2.9%
O=C(Nc1ccc2nsnc2c1)C1CC1	-10	-1.8%
CCc1c(C)nc2c(OC)cccc2c1SCCC(=O)O	4	-1.9%
CS(=O)(=O)N1CCN(c2ccc(NC(=O)c3ccc(-c4ccc(Cl)cc4)o3)cc2)CC1	-5	-1.5%
CCC(=O)Nc1ccc(NC(=O)/C=C/c2ccc(Cl)cc2)cc1	2	-0.2%
CN(CC(=O)Nc1ccccc1Sc1ccccc1)C1CCCCC1	0	5.7%
CC(C)(C)c1ccc(-n2nc(C#N)c(Cl)cc2=O)cc1	-4	0.4%
COc1ccc(/C=C2\SC(=N)N(c3ccc(F)cc3)C2=O)cc1	11	2.8%
O=C(NCc1cccs1)C1CCC(CNS(=O)(=O)c2cccs2)CC1 (stereo not drawn)	-8	2.0%
O=C(CCCn1c(=O)[nH]c2ccccc2c1=O)NC1CCCCCC1	8	0.6%
COc1ccc(-c2ccc(C3C(C#N)=C(N)Oc4n[nH]c(C)c43)o2)cc1 (stereo not drawn)	x	-1.0%
O=C(Nc1nnc(C23CC4CC(CC(C4)C2)C3)s1)c1ccco1	9	0.9%
COc1ccc(NC(=O)CSc2nnc(-c3ccccc3C)n2N)cc1OC	5	0.6%
(continued)
SMILES	Mtb RmlCD inh	GlmU inhibition
CCOC(=O)c1csc(-c2ccc(OC)c(OC)c2)n1	7	-1.8%
O=C(CC1OC(=O)c2ccccc21)c1ccco1 (stereo not drawn)	7	-1.9%
OCCNc1cnc2ccccc2n1	-3	-1.4%
Cc1nonc1NC(=O)OC1CCCCC1	x	-3.9%
COc1ccc(-n2c(CNC(=O)c3cc(OC)c(OC)c(OC)c3)n[nH]c2=S)cc1	2	5.6%
O=C(Nc1ccn(Cc2ccccc2)n1)c1n[nH]c([N+](=O)[O-])c1Cl	-2	-5.2%
CCCCSc1nc2c(cnn2-c2ccc(C)c(C)c2)c(=O)[nH]1	6	-2.1%
O=C(NCCc1c[nH]c2ccccc12)C(=O)NCC1OCCN1S(=O)(=O)c1ccccc1 (stereo not drawn)	2	-2.3%
COc1ccc(C2CC3(CC(C)(C)NC(=S)N3)Oc3cc(O)cc(C)c32)cc1OC (stereo not drawn)	11	-2.2%
O=C(O)CSc1nnc(CNc2ccc(Cl)cc2)n1Cc1ccccc1	x	3.5%
CC(=O)Nc1ccc(/C(C)=N/NC(=O)c2ccccc2Cl)cc1	5	-1.6%
CS(=O)(=O)N(CC(=O)N1CCN(Cc2ccc3c(c2)OCO3)CC1)Cc1ccc(Cl)cc1	x	6.1%
Cc1cc(C)n2nc(SCc3nnc(SCc4ccccc4Cl)s3)nc2n1	7	5.7%
O=c1cc(CN2CCN(c3ccc(F)cc3)CC2)c2cc3c(cc2o1)CCCC3	x	-0.2%
CCOc1ccc(OCCOCCN2CCOCC2)cc1	x	4.8%

Laid out differently: entries from further up.
| Molecule | Mtb RmlCD inh | GlmU inhibition |
| --- | --- | --- |
| O=C(Nc1ccn(Cc2ccccc2)n1)c1n[nH]c([N+](=O)[O-])c1Cl | -2 | -5.2% |
| CCCCSc1nc2c(cnn2-c2ccc(C)c(C)c2)c(=O)[nH]1 | 6 | -2.1% |
| O=C(NCCc1c[nH]c2ccccc12)C(=O)NCC1OCCN1S(=O)(=O)c1ccccc1 (stereo not drawn) | 2 | -2.3% |

Some of the compounds tested. The share of hits here may be higher or lower than overall.
